GAA inhib = blocks human lysosomal alpha-glucosidase | 200,000 compounds, 0.005% hits | Potency, µM (top dose mostly 76.9 µM), for inactives: at the top dose activity change, negative = inhibition, usual class: inhibitors | AID 1466 | purified human GAA, 4-MU-alpha-glucoside fluorescence | P10253;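 further: plate controls were uninhibited enzyme wells for no effect and no-enzyme background for full effect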
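Read-out is 4-methylumbelliferone fluorescence (Ex 365/Em 440 nm) after NaOH/glycine stop at pH 10. Enzyme 4 nM, substrate 400 uM, pH 5.0 citrate buffer, 20 min room temperature; AC50 from Hill-equation concentration-response.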
ALDH1A1 block = ALDH1A1 (human) enzyme inhibition; 220,000 compounds, 7.3% hits; Purified ALDH1A1, NADH fluorescence, propionaldehyde substrate; AID 1030; Potency, µM (doses to about 75.3 µM), inactives show at the highest dose activity, negative = inhibition, actives largely listed as inhibitors; active means well fitted inhibition curve with a large enough effect, not every such curve was filed as active; inconclusive means small, poorly fitted or top-dose-only effect, or another doubt; inactive means no such curve, though single readings can be large or run the other way;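 further: plate controls were no enzyme wells and a reference inhibitor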
Target sequence (P00352 whole entry, looked up): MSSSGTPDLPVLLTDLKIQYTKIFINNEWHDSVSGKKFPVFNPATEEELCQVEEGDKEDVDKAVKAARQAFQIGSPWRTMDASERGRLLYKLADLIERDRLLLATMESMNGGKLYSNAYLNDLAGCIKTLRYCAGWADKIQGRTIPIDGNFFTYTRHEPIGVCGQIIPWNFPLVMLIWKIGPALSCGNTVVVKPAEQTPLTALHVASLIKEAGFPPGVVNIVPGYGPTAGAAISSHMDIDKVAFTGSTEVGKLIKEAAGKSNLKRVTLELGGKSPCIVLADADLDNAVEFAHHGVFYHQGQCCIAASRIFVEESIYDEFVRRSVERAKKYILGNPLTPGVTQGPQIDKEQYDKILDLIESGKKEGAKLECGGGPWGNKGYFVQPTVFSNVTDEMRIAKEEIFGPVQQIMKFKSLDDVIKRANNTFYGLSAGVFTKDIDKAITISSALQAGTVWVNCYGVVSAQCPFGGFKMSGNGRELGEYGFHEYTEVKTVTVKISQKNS
Tau fluor counter = counter-screen for tau fibril formation inhibitors | tau K18 P301L Alexa594 fluorescence, heparin fibrillization | Potency, µM (doses to about 57.7 µM), inactives show at the top dose activity change, negative = decrease | AID 1463 | 280,000 compounds, 0.93% hits; further: on the % scale 0 is the no-effect control and ±100 the full control effect; nearly all actives have a fitted effect of over 55% in size
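Human tau K18 P301L (15 uM unlabeled, 0.24 uM Alexa 594-labeled) in 100 mM sodium acetate pH 7 with 20 uM heparin, 6 hr at 37 C. ThT 30 uM added, 1 hr ambient; Alexa 594 FP and total fluorescence read at 555/632 nm.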
Epigenetic derep = epigenetic control regulation, reporter derepression. murine LDR cells, GFP reporter derepression, 30 h. Potency, µM (top dose mostly 53.9 µM), inactives show at the top dose GFP activation, most hits filed as activators. 280,000 compounds, 0.2% hits. AID 1865; further: % of control where 0% means no effect; nearly all actives have a fitted effect of over 60% in size
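Murine LDR cells carrying a silenced, genomically integrated CMV-driven GFP reporter were exposed to compound for 30 hours at 37 C. After PBS washes, GFP-positive cells (20–120 um objects) were counted by laser-scanning microplate cytometry.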
NPSR antag = antagonists of human neuropeptide S receptor cAMP signaling; 220,000 compounds, 1% hits; CHO-NPSR cells, cAMP TR-FRET, antagonist mode; Q6W5P4; Potency, µM (highest dose often 38.3 µM), inactives show at the top dose activity change, negative = inhibition, actives largely listed as inhibitors; AID 1461; further: on the % scale 0 is the no-effect control and ±100 the full control effect; nearly all actives have a fitted effect of over 50% in size; many of its hits are not listed in these tables
Target sequence (Q6W5P4 whole entry, looked up): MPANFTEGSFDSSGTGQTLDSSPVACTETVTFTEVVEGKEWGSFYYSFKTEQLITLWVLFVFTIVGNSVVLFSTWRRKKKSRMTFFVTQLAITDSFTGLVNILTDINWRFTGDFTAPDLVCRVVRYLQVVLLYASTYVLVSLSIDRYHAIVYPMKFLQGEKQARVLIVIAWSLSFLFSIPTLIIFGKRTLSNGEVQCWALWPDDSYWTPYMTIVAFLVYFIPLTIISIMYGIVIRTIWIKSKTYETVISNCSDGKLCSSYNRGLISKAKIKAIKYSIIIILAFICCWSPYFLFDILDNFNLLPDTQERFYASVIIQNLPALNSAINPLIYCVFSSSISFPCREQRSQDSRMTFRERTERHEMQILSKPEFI
aGal spleen mod = inhibitors or activators of human alpha-galactosidase in spleen homogenate | 240,000 compounds, 0.008% hits | human spleen homogenate, 4MU-alpha-Gal fluorescence, 40 min | Potency, µM (series often up to 80 µM), inactives show at the highest dose activity change, negative = inhibition, hits mostly inhibitors | P06280 | AID 2107;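 further: 0% = enzyme with vehicle and -100% = no enzyme basal signal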
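Human spleen homogenate (1 ug) as enzyme source, 4-methylumbelliferyl-alpha-D-galactopyranoside 1 mM final, citrate/phosphate pH 5.0 with 0.01% Tween-20. Compounds 40 min at 37C, NaOH/glycine stop; fluorescence Ex 365/Em 440, Hill-fit AC50.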
aGlu spleen mod = lysosomal alpha-glucosidase (human) modulation | P10253 | human spleen homogenate, 4-MU-alpha-glucoside fluorescence | Potency, µM (titrated, usually from 79.9 µM), without a hit: at the top dose activity change, negative = inhibition, most hits filed as inhibitors | 240,000 compounds, 0.006% hits | AID 2112;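 further: 0% = enzyme with vehicle and -100% = no enzyme basal signal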
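Compounds were titrated against alpha-glucosidase in spleen homogenate at pH 5.0, with 1 mM 4-methylumbelliferyl substrate for 40 min at 37 C. Reactions were quenched with pH 10 NaOH/glycine and fluorescence measured.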
GAA glycogen mod = alters human alpha-glucosidase cleavage of glycogen | 300,000 compounds, 0.38% hits | AID 2100 | P10253 | Potency, µM (doses to about 76.4 µM), for inactives: at the top dose activity change, negative = inhibition, usual class: inhibitors | recombinant GAA, glycogen substrate, Amplex Red glucose oxidase fluorescence;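 further: 0% = full enzyme reaction and -100% = no-enzyme basal signal; the screen sought inhibitors and activators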
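Natural-substrate format: glycogen cleavage by 4 nM human enzyme, glucose read by Amplex Red coupling (Ex 573, Em 610 nm). Normalized to enzyme and no-enzyme controls.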
* hit, by the source's call; u = inconclusive; x = not tested or not shown; & = joins results of further samples; [ ] = another dose, or the depositor's remark. Unless noted, the call rests on the fitted dose curve; in most records, active means well fitted curve in the direction sought with a large enough effect; inconclusive means small, poorly fitted or top-dose-only effect, or another doubt; inactive means no such curve, though single readings can be large; an effect the other way counts as inactive or inconclusive. Potency means the concentration at half of the fitted maximal effect. A portion of the library; count on the stated rates, not on these rows.

| compound | ALDH1A1 block | aGal spleen mod | NPSR antag | aGlu spleen mod | GAA inhib | Tau fluor counter | GAA glycogen mod | Epigenetic derep |
| --- | --- | --- | --- | --- | --- | --- | --- | --- |
| CC(C)n1nnc2ccccc2c1=O | u | 11.5% | 7.6%[46.1 µM] | -0.4% | -0.7% | 6.9% | 9.2% | 2.4% |
| O=C(CC1(O)C(=O)Nc2cc(Cl)cc(Cl)c21)c1ccccc1O (stereo unspecified) | u | -1.3% | -21.6%[46.1 µM] | -4.6% | -0.3% | -16.1% | -4.1% | 1.4% |
| O=C1CCc2cc(S(=O)(=O)N3CCC(C(=O)NCCC4=CCCCC4)CC3)ccc2N1 | u | -0.6% | -9.2%[46.1 µM] | -4.1% | -14.3% | -14.2% | u | 2.7% |
| CCCOc1ccc(-c2cnc(SCC(N)=O)nc2N)cc1 | -12.9% | 6.9% | -1.5%[46.1 µM] | -1.2% | -8.1% | 4.7% | -2.4% | 1.4% |
| Cc1ccccc1Oc1ncccc1C(=O)/C(C#N)=C/N(C)C | u | -5.9% | -19.5%[46.1 µM] | -3.4% | 1.8% | -2.4% | -4.4% | 4.5% |
| COc1cc(Nc2ccc(C)cc2)c([N+](=O)[O-])nc1[N+](=O)[O-] | u | -10.3% | -6.0%[46.1 µM] | -21.5% | -1.5% | -8.1% | -9.5% | 2.3% |
| CN(C)/C=C1\SC(=S)N(c2ccc(Br)cc2)C1=O | x | 1.4% | -19.9% | -1.9% | x | u | -9.2% | -2.6% |
| O=C(c1ccco1)[C@@H]1[C@@H]2C(=O)N(c3ccc(F)cc3)C(=O)[C@@H]2C2c3ccccc3C=CN21 (stereo partly specified) | 12.6µM* | -8.1% | -10.2%[46.1 µM] | -1.1% | u | u | -6.0% | 0.9% |
| O=C(O)CCC(=O)NNC(=O)c1cccc(Cl)c1 | 8.5% | -6.4% | 17.9% | -16.9% | 5.4% | 1.4% | 4.3% | 1.1% |
| COC(=O)c1c(/N=C/N(C)C)sc2c1CCN(c1ncc(C(F)(F)F)cc1Cl)C2 | u | -1.7% | u | -1.8% | -2.0% | -27.4% | u | -3.9% |
| Cc1ccc(NC(=S)NCc2ccc(S(N)(=O)=O)cc2)c(C)c1 | -4.4% | 1.9% | -6.3% | 0.9% | 10.5% | -1.3% | -21.3% | 1.9% |
| O=C(CSc1nnc(CNC(=O)c2cccs2)o1)Nc1ccc2c(c1)OCO2 | u | 3.9% | -2.0%[46.1 µM] | 0.4% | -0.3% | -8.5% | 6.9% | 0.8% |
| Cc1[nH]n(-c2c(Cl)cc(Cl)cc2Cl)c(=O)c1C=Nc1ccc(S(=O)(=O)N2CCOCC2)cc1 | -0.9% | 1.9% | 12.3% | -8.3% | -0.3% | -12.2% | 7.7% | -0.9% |
| CCOC(=O)N1CCC(NC(=O)c2cc3ccccn3n2)CC1 | -5.7% | 6.4% | -0.3%[46.1 µM] | 4.2% | -3.2% | -2.7% | 7.1% | -1.0% |
| COc1ccc(O)c(C(=O)c2cnc3c(c2)c(-c2ccc(F)cc2)c(C#N)c(=O)n3C)c1 | u | 9.4% | -48.7% | -2.0% | 2.1% | -23.5% | -2.2% | -2.6% |
| O=C(OCC(=O)N1CCc2ccccc21)c1ccc(Cl)nc1 | -2.2% | -7.9% | 1.4%[46.1 µM] | -1.7% | 4.0% | -0.4% | 5.4% | -1.2% |
| O=C(O)c1ccn(COc2ccc(Br)cc2)n1 | 0.0% | -8.2% | -1.2% | -4.1% | 1.9% | -5.5% | 5.6% | 2.6% |
| O=C1CC(c2ccc(Cl)cc2)CC(O)=C1C=NCCN1CCNCC1 (stereo unspecified) | u | 1.2% | -3.8%[46.1 µM] | -4.1% | 1.2%[15.4 µM] | -11.0% | 14.9% | 1.7% |
| Cc1ccc(S(=O)(=O)c2nc(S(=O)(=O)c3ccc(C)cc3)c(NCc3ccco3)s2)cc1 | -9.7% | -3.9% | -20.0%[46.1 µM] | -11.2% | -2.5% | -22.3% | -1.6% | 0.9% |
| CCOc1cc(C(=O)NC(=S)Nc2ccc(Cl)c(C(=O)O)c2)cc(OCC)c1OCC | 18.9µM* | 8.9% | 27.6% | 9.0% | -10.0% | -10.5% | 5.3% | 1.1% |
| O=C(c1cccn2c(=O)c3cc(Cl)ccc3nc12)N1CCOCC1 | u | 1.7% | 8.5%[46.1 µM] | 2.0% | u | -7.4% | 3.3% | 0.0% |
| CC1(C(=O)OCC(=O)Nc2ccc3ccccc3c2)CC1(Cl)Cl (stereo unspecified) | u | -5.4% | -35.9% | -2.6% | -7.7% | u | 0.8% | -1.5% |
| CN(C)S(=O)(=O)c1cccc(C(=O)Nc2ccccc2)c1 | 2.6% | -6.8% | 6.9% | -0.4% | 6.2% | 0.5% | -18.7% | 1.1% |
| CCCCOC(=O)CSc1nc2c(c(=O)[nH]c(=O)n2C)n1C/C=C(\C)Cl | u | 16.8% | -4.3%[46.1 µM] | 8.5% | 10.2% | 3.7% | u | 3.7% |
| COc1ccc(C2C(C(=O)Nc3cc(C)on3)c3ccccc3C(=O)N2C)cc1OC (stereo unspecified) | 1.1% | 2.2% | -7.0%[46.1 µM] | -17.3% | -5.2% | -6.1% | -3.2% | -1.0% |

Quoted from the listing:
`COC(=O)c1c(/N=C/N(C)C)sc2c1CCN(c1ncc(C(F)(F)F)cc1Cl)C2` in GAA inhib → -2.0%
`O=C1CC(c2ccc(Cl)cc2)CC(O)=C1C=NCCN1CCNCC1` (stereo unspecified) in GAA glycogen mod → 14.9%

The listing continues.
| compound | ALDH1A1 block | aGal spleen mod | NPSR antag | aGlu spleen mod | GAA inhib | Tau fluor counter | GAA glycogen mod | Epigenetic derep |
| --- | --- | --- | --- | --- | --- | --- | --- | --- |
| CCCC(=O)Nc1sc2c(c1C(=O)Nc1ccccn1)CCCC2 | u | -3.0% | u | -5.1% | 0.9% | -18.9% | 9.1% | 1.1% |
| Cc1ccc(NC(=O)COC(=O)c2cccc(N3C(=O)c4ccccc4C3=O)c2)cc1 | x | 3.7% | -4.2% | -16.6% | x | -13.7% | -2.3% | 1.1% |
| COCCc1nnc(NC(=O)Cc2ccccc2)s1 | -2.2% | 10.1% | -9.8%[46.1 µM] | 6.8% | -3.9% | -2.0% | -7.8% | -0.9% |
| O=C(CSc1nnc(COc2ccccc2)o1)Nc1nccs1 | 3.6% | 8.5% | 2.7% | 3.8% | -1.4% | -15.1% | -5.6% | -2.9% |
| COC(=O)c1cc2oc(C)cc2n1CC(=O)N1CCCc2ccccc21 | 20µM* | 3.4% | -15.1%[46.1 µM] | -2.0% | -13.2% | -10.9% | -3.4% | 0.3% |
| CCOc1ccc(CNc2cccc(SC)c2)cc1 | u | -3.6% | -4.4% | -0.4% | 14.3% | -31.3% | 3.2% | 1.1% |
| CCn1c(CNc2ccc(Cl)cc2)nnc1SCc1ccccc1 | 7.3% | 0.8% | u | -3.5% | -6.5% | -25.0% | 1.6% | 0.1% |
| O=C1c2ccccc2C(=O)N1OCc1cccc(Cl)c1 | -1.1% | 4.1% | 1.8%[46.1 µM] | -4.0% | -6.2% | -14.5% | 5.7% | 0.7% |
| Cc1ccc(C(C(=O)NCc2ccco2)N(CC2CCCO2)C(=O)Cn2nnc3ccccc32)cc1 (stereo unspecified) | 2.8% | -7.2% | -14.1%[46.1 µM] | -4.6% | -13.2% | -2.8% | -0.8% | 0.8% |
| Cc1cc(=O)oc(C)c1C(=O)N1CCN(c2ccc(F)cc2)CC1 | 2.4% | -4.1% | -9.8%[46.1 µM] | -4.3% | 1.2% | -3.8% | -10.5% | 0.6% |
| O=C(NCc1ccco1)C(=O)NCC(c1ccco1)N1CCOCC1 (stereo unspecified) | -0.8% | 7.2% | 19.9% | -5.8% | 1.5% | -1.4% | 3.6% | 0.5% |
| O=C(N/N=C/c1ccccn1)c1cccs1 | u | -3.1% | 1.8% | x | -3.0% | -0.5% | 11.6% | u |
| CCOc1ccc(OCc2ccc(C(=O)Nc3cccnc3)o2)cc1 | -7.2% | 8.2% | 3.1%[46.1 µM] | -0.3% | 0.7% | -21.6% | 5.4% | -0.2% |
| CCOC(=O)C1CCN(C(=O)c2cc3ccccc3oc2=O)CC1 | -6.6% | -4.0% | -1.3% | 1.2% | -3.3% | -7.2% | 12.3% | 1.1% |
| Nc1nnc(-c2ccc(Cl)cc2)o1 | x | -5.9% | 7.4% | -0.3% | x | 4.7% | 5.4% | -1.7% |
| COc1ccc(/C=[N+](\[O-])C2N(c3ccccc3)C(=S)SC2(C)C)cc1OC (stereo unspecified) | x | 1.0% | -5.6%[7.67 µM] | 0.3% | x | -12.5% | -1.5% | 1.1% |
| O=C(Cc1ccc(F)cc1)N(c1ccccc1)C1C=CS(=O)(=O)C1 (stereo unspecified) | -0.8% | -4.7% | -0.6%[46.1 µM] | 3.2% | -1.1% | -0.1% | -0.1% | -1.0% |
| O=C(C1CCC(=O)N1Cc1cccs1)N1CCOCC1 (stereo unspecified) | 1.4% | 1.5% | 6.7% | 7.9% | 4.0% | 4.0% | -4.2% | -2.5% |
| CC(C)(C)S(=O)(=O)c1cnc(N2CCCCC2)nc1N | x | -1.3% | -6.7%[7.67 µM] | -5.2% | x | -7.7% | -2.0% | 0.0% |
| COc1ccc(-c2nc(-c3ccccc3)c(NC(C)(C)C)o2)cc1 | 0.5%&4.9% | -3.1%&3.3% | x | 7.1%&4.5% | x | -3.1%&-2.8% | x | -0.1%&-0.3% |
| COc1cc(OC)c(NC(=S)Nc2cc(Cl)cc(Cl)c2)cc1Cl | u | -0.1% | -34.9% | -0.2% | -1.0% | 25.1µM*[quencher] | 2.3% | 0.0% |
| C=CCNC(=S)N1CCC(C(=O)c2ccc3c(c2)OCCO3)CC1 | 1.4% | 2.1% | 8.3% | -0.9% | -4.7% | -26.8% | -0.3% | 0.0% |
| Cc1cccc(N2CC(O)=C(c3nc4ccccc4n3C)C2=N)c1 | 5.9% | 1.4% | -8.4%[46.1 µM] | -9.3% | 4.2% | -2.8% | -20.5% | 0.0% |
| Cn1c(=O)oc2cc(S(=O)(=O)N3CCCC(C(=O)Nc4nccs4)C3)ccc21 (stereo unspecified) | -1.6% | -1.7% | 0.3%[46.1 µM] | 0.4% | -6.7% | -5.6% | -14.6% | -0.2% |
| CCOC(=O)c1cccnc1SCC(=O)Nc1ccc(C)cc1 | -9.3% | 8.8% | 5.2% | 1.9% | -13.0% | -8.7% | -5.2% | -2.6% |

Screens from PubChem.
